Screening results (PubChem BioAssay)
MEKK2 WT-MEK5 – raises or lowers MEK5 binding to wildtype human MEKK2 PB1 domain. bead flow cytometry, Alexa488-MEK5 binding to MEKK2 WT; actives lie on both sides. binding response (% of control), % at 10 µM. 290,000 tested, 1.1% active. AID 1531; in the data active = binding response below about 67% or above about 130%
GPR7 antagonist – antagonists of human GPR7 (neuropeptides B/W receptor 1) | GPR7-expressing cells, fluorescence antagonist assay | inhibition, % at 4.4 µM | 290,000 tested, 1.1% active | AID 1861; in the data active = inhibition above about 16%, passing the limit was not always enough;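 also: cells stimulated with the agonist NPW; 0% = agonist with vehicle and 100% = vehicle without agonist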
Target sequence (P48145 whole entry, looked up): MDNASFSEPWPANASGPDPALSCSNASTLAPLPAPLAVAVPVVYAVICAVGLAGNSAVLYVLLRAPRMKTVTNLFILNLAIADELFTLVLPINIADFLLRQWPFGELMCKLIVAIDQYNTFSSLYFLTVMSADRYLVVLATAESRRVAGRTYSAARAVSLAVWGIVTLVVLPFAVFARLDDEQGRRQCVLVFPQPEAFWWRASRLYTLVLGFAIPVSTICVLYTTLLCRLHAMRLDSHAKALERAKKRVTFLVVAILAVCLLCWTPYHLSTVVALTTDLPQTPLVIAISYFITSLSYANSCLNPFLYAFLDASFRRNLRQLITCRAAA
OXTR ag – agonists of human oxytocin receptor. P30559. CHO-OTR cells, Fluo-8 calcium fluorescence; normalized: DMSO 0%, oxytocin 100%. activation, % at 3 µM. 320,000 tested, 0.32% active. AID 2435;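 active = activation above the mean of all tested compounds plus 3 SD, cutoff set per screening run, cut at about 20% in these data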;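 also: peak over basal fluorescence ratio from a 100 s FLIPR kinetic read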
GalR3 antagonist – antagonists of human GalR3; O60755; HEK293 GalR3-CNG cAMP membrane potential fluorescence; galR3 body fused to GalR1 C-terminus; inhibition, % at 3 µM; 360,000 tested, 0.44% active;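 active = inhibition above the screen-wide average plus 3 SD, cut at about 13% in these data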;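 also: forskolin and galanin both at EC90 stimulate the cells; cAMP rise reported by CNG channel membrane potential dye signal; 0% = forskolin plus galanin with DMSO and 100% = forskolin alone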
Target sequence (O60755 1-299 limits assumed): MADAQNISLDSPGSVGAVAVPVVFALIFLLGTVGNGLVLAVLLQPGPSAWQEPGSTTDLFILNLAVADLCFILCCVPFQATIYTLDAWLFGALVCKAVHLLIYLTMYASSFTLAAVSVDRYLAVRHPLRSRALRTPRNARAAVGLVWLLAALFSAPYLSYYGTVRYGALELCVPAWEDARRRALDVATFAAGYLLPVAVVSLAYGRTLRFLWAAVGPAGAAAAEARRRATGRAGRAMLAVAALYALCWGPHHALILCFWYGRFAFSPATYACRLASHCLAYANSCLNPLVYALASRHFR
V1R ag counter – counter-screen for oxytocin receptor agonists: human V1a receptor agonists; P37288; 320,000 tested, 0.25% active; CHO-V1R cells, Fluo-8 calcium fluorescence, agonist mode; 0% DMSO, 100% 3 nM vasopressin; activation, % at 3 µM;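 active = activation above the mean activation of all tested compounds plus 3 SD, per screening run, cut at about 20% in these data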;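 also: signal is peak over basal fluorescence ratio across a 100 second FLIPR read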
Target sequence (P37288 whole entry, looked up): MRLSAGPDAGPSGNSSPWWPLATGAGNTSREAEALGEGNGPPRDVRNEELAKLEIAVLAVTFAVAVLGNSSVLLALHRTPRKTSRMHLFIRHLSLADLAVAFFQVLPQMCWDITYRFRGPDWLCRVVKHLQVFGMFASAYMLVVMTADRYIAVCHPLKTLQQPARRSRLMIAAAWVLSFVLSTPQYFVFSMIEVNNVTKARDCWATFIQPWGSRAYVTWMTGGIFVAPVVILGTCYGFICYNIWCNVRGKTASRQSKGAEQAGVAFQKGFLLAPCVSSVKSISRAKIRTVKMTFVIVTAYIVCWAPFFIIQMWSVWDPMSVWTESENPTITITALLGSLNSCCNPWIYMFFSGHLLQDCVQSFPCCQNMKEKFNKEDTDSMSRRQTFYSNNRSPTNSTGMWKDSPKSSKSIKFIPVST
NALP1 inh – NALP1 inhibition; S. cerevisiae NALP1/ASC/caspase-1 growth, X-gal OD620, 72 h; inhibition, % at 10 µM; 280,000 tested, 0.61% active; in the data active = inhibition mostly above about 24%, no sharp cut-off; inactive = mostly below about 32%; also: some compounds called inactive have numbers as strong as hits
OXTR potentiate – human OXTR potentiation; AID 2445; P30559; CHO-OTR cells, Fluo-8 calcium fluorescence, potentiator mode; 0% = oxytocin EC15, 100% = EC100; activation, % at 3 µM; 320,000 tested, 0.061% active;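 active = activation above that plate's cutoff, the mean activation of tested compounds plus 3 SD, cut at about 6.6% in these data, passing the limit was not always enough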;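 also: 100% uses oxytocin at 75 nM as the full agonist control; some results filed as inactive read as strong as hits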
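Material: CHO-OTR cells, human receptor; compound dosing: single dose, 3.0 µM nominal final compound concentration; schedule: 6 min compound pre-incubation at room temperature, 100 s kinetic read; measured by: kinetic Fluo-8 calcium fluorescence; read-out basis: % activation vs EC15 and EC100 oxytocin; controls: EC15 oxytocin alone as 0%, 75 nM oxytocin as 100%; replicates: singlicate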
MEKK2mut PB1 HTS – signal of MEK5 binding to mutant human MEKK2 PB1 domain. bead flow cytometry, Alexa488-MEK5 binding to MEKK2 mutant. percent response, % at 10 µM. 290,000 tested, 0.35% active. AID 1530; in the data active = percent response above about 24%, passing the limit was not always enough; also: inactives centre near 1; some results filed as inactive read as strong as hits
M18AAP inhibitor – blocks P. falciparum M18 aspartyl aminopeptidase. recombinant PfM18AAP, H-Glu-NHMec fluorogenic cleavage. inhibition, % at 7.35 µM. 290,000 tested, 1.2% active;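 active = inhibition above the campaign mean inhibition over all tested compounds plus 3 SD, cut at about 28% in these data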;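 also: 0% = plate median of test compound wells and 100% = 2 mM ZnCl2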
The depositor's hits bear a star; x = not tested or not shown.

Every second line gives: MEKK2 WT-MEK5, GPR7 antagonist, OXTR ag, GalR3 antagonist, V1R ag counter, NALP1 inh, OXTR potentiate, MEKK2mut PB1 HTS, M18AAP inhibitor
Cc1nc2nc[nH]c2cc1Br
    98, 7, -0.3, -2, 0.7, -17, -6, 1, -2
CCN(CC)c1ccc([N+](=O)[O-])cc1C(=O)N1CCOCC1
    97, -3, 0.3, -4, 2.4, -4, -1, -1, -11
COc1ccc(N(C(=O)c2cccnc2)S(=O)(=O)c2cccc([N+](=O)[O-])c2)cc1
    107, -7, -0.9, -7, -0.1, -5, 1, 0, -4
CSc1ccccc1OCc1cc(C(=O)N2CCc3c(Cl)cccc3C2)no1
    97, -9, 2.2, 0, 0.7, 6, -11, 0, 0
O=C(c1cc(S(=O)(=O)Nc2ccccc2F)c(Cl)cc1Cl)N1CCN(CCO)CC1
    96, -7, 1.4, -3, -0.1, 11, 4, -6, -1
COc1ccc(OC)c(NC(=O)NCc2ccc(F)cc2)c1
    103, -10, -0.6, -2, -0.6, 12, -4, -3, -5
COc1ccc(-c2csc(NCc3ccco3)n2)cc1C
    107, -1, -1.6, x, -0.8, 1, -8, 12, 20
O=C(Cn1cnc2ccccc2c1=O)NCc1ccc2c(c1)OCO2
    103, -1, -0.2, -4, 0.3, 0, -2, 5, -4
O=C(c1ccc(F)cc1)n1cc(C(=S)N2CCOCC2)c2ccccc21
    97, -9, -0.2, -7, -0.9, 2, -5, -3, 5
CC(CC(F)(F)F)N1CCC(n2nccc2NC(=O)CCOc2ccccc2)CC1 (stereo unspecified)
    111, 1, 0.0, -9, -0.5, 18, -1, 11, -5
COc1ccc(CCN2CC(C(=O)N3CCSCC3)CCC2=O)cc1 (stereo unspecified)
    94, -10, -0.6, -3, 1.1, 9, -13, -8, 8
O=C(Cn1nc(-c2ccccc2)ccc1=O)NCCN1CCN(Cc2ccccc2)CC1
    106, 2, -0.7, 0, -1.2, 26, 0, 5, -2
CC1CCCCN1C(=O)c1ccc(COc2ccc([N+](=O)[O-])cc2)o1 (stereo unspecified)
    103, 6, 0.6, -5, 5.3, 19, -7, 1, -3
COC(=O)c1[nH]c2cccc(OC)c2c1NC(=O)CCN1CCSCC1
    102, -18, 0.3, -5, 0.7, 3, 2, 4, 8
COCC(=O)NCc1ccc2c(c1)OCO2
    104, -11, 1.3, -2, 0.6, 29, 2, 1, -4
COc1cccc(OC)c1NC(=O)Cc1nn(C)c(=O)c2ccccc12
    123, -9, 0.6, 3, 1.0, 16, -6, 8, 0
CC1CCCN(CCOc2ccc3ccccc3c2Br)C1 (stereo unspecified)
    157*, 20, 8.7, -9, 0.8, 14, -7, 37, 4
CCOC(=O)C1=C(C)N(CCCCCC(=O)O)C(=O)NC1c1ccc(Cl)cc1 (stereo unspecified)
    102, -14, 0.0, -4, -0.2, 10, 11, -3, 6
O=C1CC(N(O)C2CC(=O)N(Cc3ccccc3)C2=O)C(=O)N1Cc1ccccc1 (stereo unspecified)
    98, -9, 3.4, -3, 2.4, -4, -11, 2, -5
Cc1cc(Br)ccc1NC(=O)c1sc2ncnc(N3CCN(c4ccccn4)CC3)c2c1C
    89, 7, 1.4, 2, 1.2, 33, -6, -5, 2
CCn1c(SCc2cccc(F)c2)nnc1-c1cccnc1
    87, 19*, 1.1, -2, 1.3, 9, 0, -12, 1
CC(=O)Nc1ccccc1C(=O)C(=O)Nc1ccc(Cl)cc1
    105, 6, -0.5, -2, 0.0, 1, -18, -4, 6
O=C(CCc1nnc(C2CCCCC2)o1)N1CCCCC1CCn1cccn1 (stereo unspecified)
    99, -1, 0.2, -5, -0.9, 5, -3, 2, -6
Cc1ccc(O)c(-c2cc(C(=O)Nc3c(C)n(C)n(-c4ccccc4)c3=O)[nH]n2)c1
    100, -11, 0.2, -6, 0.1, 5, 9, -2, 2
O=C(CCS(=O)(=O)c1ccc2c(c1)NC(=O)CS2)NCCc1ccc(Cl)cc1
    105, -5, -0.9, -8, 1.4, 19, -7, 1, 3
CC(C)CN(CC(C)C)c1ccc(/C=N/n2cnnc2)cc1[N+](=O)[O-]
    102, -15, -0.8, -5, -1.1, -11, -2, -1, -6
Cc1nc2scc(C)n2c(=O)c1S(=O)(=O)NCc1ccc(F)cc1
    98, 0, 0.8, -8, 1.2, 18, -2, -2, -10
C=CCOc1ccc(Cl)cc1CNCCCN1CCOCC1
    101, 12, 0.8, 1, -0.4, -4, 1, 4, -4
O=C(NCc1cccnc1)c1cc([N+](=O)[O-])ccc1N1CCOCC1
    92, -3, 1.2, 4, -0.1, 8, 0, -3, 0
OCCN1CCN(c2nc(-c3ccccc3)c3cc(Br)ccc3n2)CC1
    121, -9, 4.6, -9, 0.3, 31, 0, 10, 0
NC(=O)[C@@H]1CCCNc2c(I)cc([N+](=O)[O-])cc2C(=O)N[C@@H](CCCN=C(N)N)C(=O)N[C@@H](CCCN=C(N)N)C(=O)N1
    111, 17, 0.3, x, 0.7, 9, -8, 9, 1
CCCCn1nc(NC(=O)CC(C)C)c2cc3cc(OC)ccc3nc21
    104, 24, -1.0, -9, -0.2, 13, -7, -1, -4
Cc1ccc(O)c(CNc2nc3ccccc3n2C(C)C)c1
    101, 7, 0.0, -6, 2.1, -46, -12, 0, -1
O=C(CCCNS(=O)(=O)c1cccc2nsnc12)N1CCCCC1
    96, 5, 0.2, -4, 0.6, -15, -18, -2, 0
COc1ccc(/C(C)=N/NC(=O)c2ccc(CSc3nncn3C)cc2)cc1
    81, 8, -0.2, -3, 0.8, 30, -3, -10, 9
C/C(=N\Nc1nncc2ccccc12)c1ccc(C(C)(C)C)cc1
    108, -16, -0.8, x, 0.2, 2, -6, 9, 13
Cc1ccccc1-c1nc(Cc2ccccc2)no1
    106, 8, -0.7, -2, -0.9, x, -4, 7, -6
CCN1C(=O)/C(=C2\SC(=S)N(CCCOC)C2=O)c2ccccc21
    103, -6, -0.2, -2, 0.1, 3, -9, 11, -2
O=C(CSc1nnc(-c2ccccn2)n1Cc1ccco1)c1ccc(Cl)cc1
    97, 7, -1.9, -2, 0.1, -20, -14, 2, -34
Nc1nonc1NN=C1CCCCC1
    100, -13, -0.9, -3, -1.0, 9, -7, -5, 31*
Cc1ccc(OC(C)C(=O)Nc2cc(C)on2)cc1 (stereo unspecified)
    103, -8, -0.6, -1, 0.4, 18, -2, 4, -18
CCOC(=O)C(CC)(CC)/C(C)=N/NC(=O)CC#N
    105, 2, 0.8, -3, 1.4, 5, -2, 4, 2
O=C(c1ccccc1)C1CCN(c2ncccc2[N+](=O)[O-])CC1
    102, -5, -2.8, -1, -2.4, 12, -10, 7, -9
O=C(N/N=C/c1cc([N+](=O)[O-])ccc1O)c1ccncc1
    97, -9, 0.8, -10, -0.3, -8, -5, 0, -3
COc1ccc(NC(=O)C(CC(C)C)NC(=O)C2CCCCC2)c(OC)c1 (stereo unspecified)
    97, -22, -0.1, -7, -1.2, -4, -8, -3, 1
CC(C)OC(=O)C[N+](C)(C)CCN1C(=O)C2C(c3ccccc3)C=CC(c3ccccc3)C2C1=O (stereo unspecified)
    99, -5, -1.6, 0, -0.5, 6, -5, -3, -6
CC1=CC(C)(C)N(C)C(=O)N1c1ccc(Cl)cc1
    103, -5, -0.8, -3, -0.2, 11, 0, 5, -4
CCCCC(=O)Nc1ccc(C(=O)N(CC)c2ccccc2C)cc1
    95, -7, 0.9, -4, 1.2, 11, -19, 0, -11
O=C1CCc2cc(S(=O)(=O)N3CCCC3C(=O)NC3CCCCCCC3)ccc2N1 (stereo unspecified)
    104, 4, 0.4, x, 3.7, -19, -3, 8, -1
O=C(O)CSC(C(=O)Nc1ccc(C(F)(F)F)cc1)c1ccccc1 (stereo unspecified)
    98, -6, 0.6, -3, 0.9, 34, -1, 2, 0
Nc1[nH]n(-c2ccccc2)c(=O)c1N=Nc1ccc2c(c1)OCCO2
    80, -4, -1.4, -3, -1.1, 27, -10, -9, -1
O=C1CCCN1CCCN1C(=O)N[C@@H](Cc2ccccc2)C1=O
    110, -3, -0.7, -6, 0.5, 11, -11, 4, -7
Cc1ccc(Nc2nc(N)c3ccccc3n2)cc1C
    138*, 0, x, -12, x, 22, x, 17, 0
COc1ccc(OC)c(NC(=O)COC(=O)CC2CCCCC2)c1
    x, x, -1.7, -2, -1.1, x, -2, x, x
CON/C=C(\C=Nc1ccccc1)c1ncc(C(F)(F)F)cc1Cl
    108, 7, -1.8, -6, -1.5, 3, -1, 4, -6
CCN(C(=O)COC(=O)Cn1cnc2c1c(=O)n(C)c(=O)n2C)C1CCS(=O)(=O)C1 (stereo unspecified)
    99, 29*, 1.4, -1, 1.0, 21, -3, 0, -8
CCOC(=O)C(=O)Nc1ccccc1C(=O)Nc1ccc(OC)cc1
    98, -4, -1.1, -7, 0.6, 5, -4, 6, -17
COc1cccc(OCCSc2nc(C)c(Cc3ccccc3)c(=O)[nH]2)c1
    88, -12, -1.7, 0, 0.8, -4, -4, -8, 5
COc1ccc(-c2cnnc(N/N=C/c3c(C)nn(-c4ccccc4)c3Cl)n2)cc1
    100, -6, 0.4, 2, 0.0, 22, -5, 0, -5
Cc1nn(-c2cccc(Cl)c2)c2nc(-c3ccco3)cc(C(=O)O)c12
    97, -1, -1.0, -5, -1.1, -8, 1, 7, 5

Following part
Every second line gives: MEKK2 WT-MEK5, GPR7 antagonist, OXTR ag, GalR3 antagonist, V1R ag counter, NALP1 inh, OXTR potentiate, MEKK2mut PB1 HTS, M18AAP inhibitor
CCOc1ccccc1NC(=O)c1cc(=O)c2ccccc2o1
    99, -7, 0.1, -9, 0.8, 9, 2, 2, -7
Cc1ccc(-n2nnc3c(SCC(=O)NCC4CCCO4)ncnc32)cc1 (stereo unspecified)
    100, 5, 3.0, x, 1.9, -8, -16, 0, -3
COC(=O)c1ccc(C(=O)OC)c(NC(=O)CN2CCN(c3ccccc3OC)CC2)c1
    105, -8, -0.6, 0, -0.8, 61, -8, 3, 3
Cc1cc(NC(=O)CSc2nnc(-c3ccccc3F)n2C)no1
    x, x, -1.1, -3, -0.1, x, -8, x, x
COc1cc2nc(N(CCCN(C)C)C(=O)c3ccc(S(=O)(=O)N(C)C4CCCCC4)cc3)sc2cc1OC
    x, x, 8.1, -6, 4.4, x, 1, x, x
COc1ccc(OCc2cc(C(=O)N3CCN(CC4CC4)CC3)no2)c(Cl)c1
    103, 0, 3.5, 2, 4.5, 28*, -8, 0, 0
CCc1c(C(=O)N2CCOCC2)csc1C
    101, -16, 0.0, -7, 1.0, -33, -4, 5, 1
CSc1ccc(-c2c(C#N)c(N)nc3c2c(C)nn3-c2ccccc2)cc1
    82, -5, -0.8, -3, 0.8, 8, -18, -4, -1
COc1cc(OC)c(CN2CCc3c([nH]c4ccccc34)C2)cc1Br
    122, 29*, 1.4, -3, 1.7, -1, -11, 30*, 10
O=C(COC(=O)C1CCC(=O)N1)Nc1ccc(Cl)cc1Cl (stereo unspecified)
    113, -7, 0.1, -11, 0.3, 8, -2, 23, 2

Two compounds picked at random from those above, as already listed:
Every second line gives: MEKK2 WT-MEK5, GPR7 antagonist, OXTR ag, GalR3 antagonist, V1R ag counter, NALP1 inh, OXTR potentiate, MEKK2mut PB1 HTS, M18AAP inhibitor
COc1ccc(CCN2CC(C(=O)N3CCSCC3)CCC2=O)cc1 (stereo unspecified)
    94, -10, -0.6, -3, 1.1, 9, -13, -8, 8
O=C(CCc1nnc(C2CCCCC2)o1)N1CCCCC1CCn1cccn1 (stereo unspecified)
    99, -1, 0.2, -5, -0.9, 5, -3, 2, -6
